# Screening data from PubChem BioAssay.
# MT stabilize HCS: microtubule stabilizers in HeLa cells, primary screen, imaging, high-content imaging. % tubulin-high responders, % at 10 µM. HeLa tubulin immunostaining HCS, 24 h; share of cells brighter than vehicle mean+2SD. hit rate 0.83% among 200,000;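 active = plate Z-score above 3 for both tubulin-high and condensed-nucleus cell shares, with cell loss under 80%, at 10 µM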;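 note: anti alpha tubulin signal scored within the nucleus-defined area of each cell; some results filed as inactive read as strong as hits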
# Autophagy HCS: autophagy modulators in MEF cells, primary screen, imaging, high-content, MEF GFP-LC3; MEF GFP-LC3 puncta imaging; test concentration mostly 10 µM; hit rate 0.98% among 190,000; calls only at 10 µM (by protocol);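 active = percentage of spot-positive cells more than 3 SD above its plate mean, without a fluorescence outlier flag or 80% toxicity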;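 note: spot-positive cell cutoff set from DMSO-treated cells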
# Dynein transport: inhibitors of GR-EGFP nuclear translocation, primary screen, dynein cargo transport inhibitor project, imaging, high-content, 3617.4 mouse cells; test concentration mostly 20 µM; stimulated with dexamethasone, 1 µM; hits give low values; z-score, hits read low; hit rate 0.47% among 220,000; AID 1381, 2008;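 active = plate z-score of nuclear minus cytoplasmic receptor signal below a set negative limit, without overly bright fluorescence or cell loss, cut at about -3.5 in these data, passing the limit was not always enough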;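 note: z-score of nuclear minus cytoplasmic ring GR-EGFP intensity difference per well; some compounds called inactive have numbers as strong as hits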
#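 Schedule: 48 h induction, then 1 h compound, then 30 min agonist, 37 °C. Buffer or medium: tetracycline-free induction medium containing charcoal-stripped FBS. Reagent: 1.0 µM final dexamethasone stimulus. Evaluation: nuclear versus cytoplasmic GR-EGFP signal, averaged per well. Signal: high-content fluorescence imaging after fixation.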
# Ins promoter up: insulin promoter activators in MIN6 cells, imaging, high-content screening, mouse beta cells; MIN6 insulin promoter-GFP reporter; hits give high values; z-score at 5 µM; hit rate 0.3% among 190,000;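 active = z-score above 3 at 5 µM with at least 500 cells counted in the well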
# ER stress rescue: rescue of cells from ER stress-induced death, primary screen, 384-well, CSM14.1, thapsigargin, ATP luminescence (AID 1222); CSM14.1 thapsigargin-induced death rescue, ATP luminescence; higher % means a stronger effect; one-dose cellular ATP content (survival), % at 20 µM; EC50 in µM for titrated hits; 190,000 tested, under 10 active;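 active = EC50 below 50 µM in the dose-response confirmation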;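 note: death triggered by thapsigargin at about 15 µM added after 2 h compound pretreatment; cell ATP read after overnight thapsigargin exposure of roughly 18 to 22 hours; normalized against plate controls of thapsigargin alone and 5% DMSO vehicle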
# Lipid droplet: inhibitors of hepatocyte lipid droplet formation, primary screen, imaging, high-throughput imaging, BODIPY stain; hit rate 0.4% among 240,000; AML12 mouse hepatocytes, oleate lipid droplets; inhibition, % at 6.5 µM;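 active = lipid droplet intensity inhibited by at least 50%, with more than 500 cells counted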
#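 Assay system: AML12 hepatocytes (mouse) / Also added: 100 µM oleic acid challenge / Times: overnight treatment with compound plus oleate / Detection: high-content imaging of BODIPY-stained droplets and DAPI nuclei / Evaluation: % inhibition of lipid droplet signal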
# M17LAP inhibition: P. falciparum M17LAP inhibitors, primary screen, biochemical, fluorogenic H-Leu-NHMec substrate, 1536-well (AID 1619); Leucine aminopeptidase (Plasmodium falciparum (isolate 3D7)); recombinant M17LAP, H-Leu-NHMec fluorogenic kinetic assay; higher % means a stronger effect; inhibition, % at 30 µM; hits with a dose series show IC50 in µM; hit rate 0.38% among 220,000;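 active = compound inhibiting the enzyme by more than half at any dose during confirmatory dose-response retesting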;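 note: plate controls were full reaction with DMSO carrier for no effect and no enzyme background for full effect; strong numbers were not always called active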
# M1AAP inhibition: P. falciparum M1AAP inhibitors, biochemical, fluorogenic H-Leu-NHMec substrate, 1536-well (AID 1445); Aminopeptidase N (Plasmodium falciparum (isolate 3D7)); recombinant M1AAP, H-Leu-NHMec fluorogenic kinetic assay; higher % means a stronger effect; inhibition, % at 30 µM; hits with a dose series show IC50 in µM; hit rate 0.42% among 220,000;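 active = primary inhibition above the hit cutoff, then over 50% inhibition at one or more dose response concentrations, cut at about 23% in these data, passing the limit was not always enough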;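 note: plate controls were DMSO full reaction for no effect and no enzyme background for full effect; strong numbers were not always called active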
# Yfh1-depleted yeast: enhancers of respiration in Yfh1-depleted yeast, dose response, Friedreich's ataxia, plus single-dose screen (AID 1465); hit rate 0.074% among 220,000; S. cerevisiae Yfh1-off respiration, WST-1 reduction, 72 h; higher fold induction means a stronger effect; one-dose fold induction at 50 µM; EC50 in µM for titrated hits;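 active = fold induction of absorbance versus untreated yeast above a set limit, then at least 30% activation at any dose in follow-up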;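 note: activators that raise dye reduction in frataxin-depleted yeast; strong numbers were not always called active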
# Dynein transport cytoplasmic EGFP: recorded beside Dynein transport, whose call it bears; z-score; measured here: cytoplasmic GR-EGFP intensity; hits give high values
# Dynein transport nuclear GR-EGFP: second read-out of Dynein transport, no call of its own (marks repeat the call); z-score; measured here: nuclear GR-EGFP intensity;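 lower value marks the stronger effect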
# Dynein transport cell count: also measured in Dynein transport; calls as there; z-score; measured here: cell count per field
# Ins promoter up cell count: also measured in Ins promoter up; calls as there; cell count; measured here: cytotoxicity, nuclei count;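 total cells summed across four imaged fields per well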
# Lipid droplet cells 6.5 µM: second read-out of Lipid droplet, no call of its own (marks repeat the call); cell count; measured here: cell count, cytotoxicity flag;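 cells counted across two imaged fields per well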
# MT stabilize HCS Hoechst-high %: second read-out of MT stabilize HCS, no call of its own (marks repeat the call); % Hoechst-high responders; measured here: nuclear condensation Hoechst responders;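 share of cells brighter than vehicle mean plus two SD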
# MT stabilize HCS cytotoxicity %: further read-out of MT stabilize HCS, marked with its call; toxicity, %; measured here: cytotoxicity by cell density;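 0% = mean cell density of plate MIN control wells and 100% = no cells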
# Autophagy HCS cell loss 18 h: further read-out of Autophagy HCS, marked with its call; toxicity, %; measured here: cell loss, nuclei count;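 cell loss after 18 h compound exposure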
# Numbers without * were called inactive; i = inactive; · = no result given; + = active, no number.
SMILES,MT stabilize HCS,MT stabilize HCS Hoechst-high %,MT stabilize HCS cytotoxicity %,Autophagy HCS,Autophagy HCS cell loss 18 h,Dynein transport,Dynein transport cytoplasmic EGFP,Dynein transport nuclear GR-EGFP,Dynein transport cell count,Ins promoter up,Ins promoter up cell count,ER stress rescue,Lipid droplet,Lipid droplet cells 6.5 µM,M17LAP inhibition,M1AAP inhibition,Yfh1-depleted yeast
COc1ccc(NC(=O)Cn2nnc(C(N)=O)c2N)c(OC)c1,5.0,3.2,6.0,i,3,0.025,-0.35,0.065,0.07,·,·,-1.4%,·,·,-6%,4%,i
COc1ccc(COC(=O)N/N=C(\C)CC(=O)NCc2ccc(Cl)cc2)cc1,4.0,1.9,6.7,i,-5,-0.26,-0.34,-0.11,0.3,0.43,1157,0.0%,0,683,-5%,6%,i
CCc1cccc(C)c1NC(=O)C(c1ccc(O)cc1)N1CCC1=O (centres undefined),2.4,1.7,7.9,i,-20,0.62,-0.12,0.79,0.75,0.35,1184,8.2%,14,769,12%,9%,i
O=C(NCc1ccc2c(c1)OCO2)c1cc(-c2cc(Cl)ccc2O)n[nH]1,·,·,·,·,·,-0.19,-0.28,-0.5,0.45,-0.14,1385,·,12,716,-2%,2%,i
Cc1ccc(N=c2c([N+](=O)[O-])nn(-c3ccccc3)n2O)c(C)c1,0.6,0.7,2.9,i,7,-1,-0.31,-0.38,0.83,-0.32,860,-3.5%,4,740,3%,6%,i
O=S(=O)(Nc1ccc(Cl)cc1)c1ccc2c(c1)CCO2,·,·,·,·,·,-0.45,-0.19,-0.16,-0.095,-0.98,962,·,5,783,-9%,2%,i
O=C(O)CNC(=O)c1ccccc1NC(=O)c1ccco1,6.0,5.0,2.0,i,5,-1.1,-0.16,-0.52,0.77,-0.09,806,0.2%,0,783,13%,8%,i
Cc1onc2c(=O)n(-c3ccccc3)nc(-c3ccccc3)c12,·,·,·,·,·,-0.44,-0.24,-0.19,0.2,-0.54,1091,·,14,743,4%,4%,i
CCCC(=O)Nc1cc(C(=O)O)ccc1Sc1ccc(C)cc1,3.5,1.8,5.8,i,4,0.74,-0.31,0.28,-0.44,0.19,1314,29%,10,693,1%,11%,i
CCCCn1c(N)c(S(=O)(=O)c2ccc(C)cc2)c2nc3ccccc3nc21,5.2,2.6,13,i,0,0.95,-0.25,1,0.16,-0.27,1144,-0.9%,0,681,-10%,12%,i
COc1ccc(S(=O)(=O)NNC(=O)c2cc3cc4ccccc4nc3s2)cc1,1.4,1.4,1.3,i,4,0.71,-0.19,-0.23,-0.47,0.78,1876,-2.5%,0,673,5%,17%,i
O=C(NCc1ccc(Cl)c(Cl)c1)c1cccnc1,2.6,2.6,7.0,i,-1,-0.42,-0.2,-0.22,0.53,-0.88,1182,2.6%,6,798,-8%,4%,i
O=S(=O)(Nc1nc2ccccc2s1)c1ccc(Br)s1,4.3,1.7,6.0,i,-2,-0.8,-0.15,-0.56,-0.56,·,·,-3.0%,6,731,11%,2%,i
CN(C1=NS(=O)(=O)c2ccccc21)c1ccc(OC(=O)c2ccncc2)cc1,1.8,1.5,1.7,i,8,-0.62,-0.24,-0.18,0.22,-0.38,1313,1.0%,15,691,-9%,7%,i
Cc1nc(N2CCOCC2)c2c(C)c(C(=O)Nc3ccc(C(F)(F)F)cc3)sc2n1,2.3,1.3,6.2,i,2,0.29,-0.18,0.2,-0.15,0.06,1327,0.9%,-2,697,-35%,8%,i
O=C(c1ccco1)N1CCN(c2ncnc3c2cnn3-c2ccccc2)CC1,9.4,2.4,1.3,i,5,0.093,-0.21,0.12,-0.26,-0.71,839,-1.3%,-22,748,8%,6%,i
Cn1cccc1Cc1nnc(SCC(=O)N2CCCC2)n1CCc1ccccc1,7.5,2.2,7.0,i,-11,-1,-0.22,-0.49,0.65,0.32,922,-0.8%,·,·,14%,4%,i
C=CCN=C(C)C1=C(O)CCC1=O,2.3,2.3,9.1,i,8,0.15,0.33,0.91,-1.5,0.71,1204,-2.8%,20,660,1%,2%,i
CCOC(=O)c1c(-c2ccc(C)c(C)c2)csc1NC(=O)C1CC=CCC1C(=O)O (centres undefined),1.4,1.6,5.4,i,-6,-0.54,-0.11,-0.17,-0.27,-0.51,1076,-0.4%,2,793,10µM*,11%,·
COc1ccc(CNC(=O)c2cccc3c2C(=O)N(Cc2cccnc2)C3)cc1,2.6,2.8,6.7,i,8,-1.2,-0.21,-0.31,0.42,-0.69,1374,1.9%,0,772,-1%,8%,i
CCOc1ccc2[nH]cc(S(=O)(=O)c3ccc(F)cc3)c(=O)c2c1,6.4,1.5,10,i,-11,-0.24,0.24,-0.038,-0.85,-0.38,862,0.6%,·,·,-4%,0%,i
COc1ccc2c(c1)C1NC(=S)NC(C)(O2)C1C(=O)Nc1ccc(Cl)cc1 (centres undefined),2.0,3.0,16,i,-2,0.36,-0.16,0.3,-0.42,-0.26,1379,1.8%,-19,637,7%,4%,i
O=C(CCNC(=O)c1ccccc1)OCN1C(=O)c2ccccc2C1=O,2.5,1.7,8.2,i,5,-0.78,-0.19,-1.1,0.23,-0.05,1594,-0.7%,·,·,1%,-2%,i
COc1ccccc1Nc1cc(C(=O)NCc2cccnc2)c2ccccc2n1,·,·,·,·,·,1.1,-0.097,1.2,-0.74,-0.09,1072,·,-32,752,-8%,1%,i
CCO[C@@H]1OC(C(=O)Nc2ccccc2)=C[C@H](c2ccc3c(c2)OCO3)[C@H]1CCCO,1.9,1.1,2.9,i,3,-0.81,-0.32,-0.16,0.63,-0.08,1362,2.0%,14,720,1%,0%,i
CCOc1ccc(-n2c(C)c(C(C)=O)c(C(C)=O)c2C)cc1,3.6,1.6,4.5,+,-4.1*,-0.69,-0.27,-0.3,0.11,·,·,-0.3%,7,765,13%,1%,i
CCN1CCN(CC(=O)N2CCCC(C(=O)c3ccc(Oc4ccccc4)cc3)C2)CC1 (centres undefined),0.8,1.0,1.6,i,6,-0.2,0.2,-0.29,-1.5,-0.31,1589,-0.8%,-1,692,6%,4%,i
Cc1c(Cl)cccc1NC(=O)[C@@H](NC(=O)c1ccccc1Cl)C(C)C,1.4,2.2,7.7,i,4,0.36,-0.22,0.5,-0.43,-0.17,1373,-2.4%,-54,621,-1%,0%,i
Cc1cccc(C(=O)OCC(=O)Nc2sc3c(c2C#N)CCC3)c1,2.1,2.8,6.2,i,-13,-1.1,0.47,-0.66,0.47,0.33,1354,-0.4%,12,581,16%,9%,i
CCCC(=O)NC(=S)Nc1ccccc1OC,5.7,2.1,3.8,i,0,2.2,-0.22,1.1,-0.57,-0.14,1260,0.7%,-10,710,2%,15%,i
N#Cc1c(NC(=O)c2cnn3cccnc23)sc2c1CCCC2,11,2.8,7.2,i,12,-0.45,-0.24,0.1,1.6,-1.4,1311,-0.4%,-1,678,5%,6%,i
COc1ccc(-n2c(C)cc(/C=C3\SC(=S)NC3=O)c2C)cc1,1.7,1.5,9.1,i,21,-1.5,0.065,-0.56,1.4,·,·,0.2%,5,732,10%,10%,i
COC(=O)c1ccccc1NC(=S)NC(=O)COc1ccc(C)cc1,1.2,1.2,5.8,i,2,-0.64,-0.42,-0.24,0.21,·,·,·,·,·,·,·,i
CCN(CC)C(=O)c1ccccc1NC(=O)CN1C(=O)c2ccccc2C1=O,1.9,1.2,3.5,i,-19,-0.5,-0.21,-0.087,-0.064,0.57,1598,2.6%,0,702,-16%,6%,i
C=CCNC(=O)C1CCN(c2cc(C)nc(-c3ccccc3)n2)CC1,2.7,1.3,11,i,5,-0.1,-0.32,-0.26,0.54,0.16,1546,-0.1%,11,719,1%,0%,i
CCC(=O)N(CC(=O)Nc1sc(C)c(C)c1C(N)=O)C1CCCCC1,2.3,1.3,3.3,i,-1,0.21,-0.23,-0.43,0.61,0.12,1810,-1.4%,-1,721,2%,3%,i
COc1ccc(C)c(S(=O)(=O)Nc2ccc(OCC(=O)O)cc2)c1,1.9,2.2,7.8,i,5,-1,-0.22,-0.57,0.45,0.61,982,-0.8%,·,·,4%,4%,i
CCCn1c(N2CCN(C(=O)NCc3ccccc3)CC2)nc2ccccc21,·,·,·,·,·,-0.055,-0.18,0.77,-0.96,-0.31,1152,·,-11,688,11%,8%,i
CC(C)(C)C1CCc2onc(C(=O)Nc3cccc(O)c3)c2C1 (centres undefined),1.5,0.6,1.8,i,1,-0.37,-0.29,-0.36,0.74,-0.23,922,-2.0%,1,793,-1%,3%,i
CN(C(=O)COC(=O)c1cnc(Cl)c(Cl)c1)C1CCS(=O)(=O)C1 (centres undefined),2.7,1.6,2.1,i,-4,0.19,-0.35,-0.52,1.1,-0.41,1276,1.3%,29,657,23%,0%,i
